Source: PubChem (National Center for Advancing Translational Sciences (NCATS))
DT40 TDP1 no CPT – qHTS for Inhibitors of human tyrosyl-DNA phosphodiesterase 1 (TDP1): qHTS in cells in absence of CPT; DT40 Tdp1-/- hTDP1 cells, no CPT, ATP luminescence, 48 h; Potency, µM (top dose mostly 46.2 µM), for the others: at the highest dose activity change, negative = growth inhibition, hits mostly inhibitors; actives 15% (n = 420,000); AID 686978, 2013; active = well fitted inhibition curve with a large enough effect; inconclusive = small, poorly fitted or top-dose-only effect; also: nearly all actives have a fitted effect of over 55% in size
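Chicken DT40 Tdp1-/- cells stably complemented with human TDP1 were seeded at 400 cells/well with DMSO in place of 20 nM camptothecin. After compound pinning, cells grew at least 48 hr at 37 °C; viability read by CellTiter-Glo luminescence.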
Starred values were filed as active, the others as inactive; ? = inconclusive. % is scaled to controls: 0 for no effect and ±100 for the full control effect; potency is read from the fitted curve at half-maximal effect.

| Compound | DT40 TDP1 no CPT |
| --- | --- |
| CC1(c2nnc(-c3cccc(Cl)c3)o2)CC(c2cccc(Cl)c2)=NO1 (configuration not stated) | ? |
| CCc1nc2ccc(C(=O)NCCOc3ccc(OC)cc3)cn2c1N(CC)CCOC | ? |
| CC(=O)Nc1cc(-c2cccc(C(=O)N(C)C)c2)cn2c(-c3ccc(C(C)=O)cc3)cnc12 | 12µM* |
| Cc1noc(C)c1S(=O)(=O)NC(=O)C1(C)CCN1C(=O)CC(c1ccccc1)c1ccccc1 (configuration not stated) | 21µM* |
| CSc1ccccc1C(=O)OCC(=O)NC1CCCCCCC1 | ? |
| COc1ccc(C(CNC(=O)c2ccc(C)c(S(=O)(=O)N3CCCCC3)c2)N2CCCC2)cc1 (configuration not stated) | -20% |
| O=C(N/N=C/c1c(O)ccc2ccccc12)Nc1ccccc1 | 15µM* |
| Cc1nnsc1C(=O)NCC1Cc2cccc(-c3ncccn3)c2O1 (configuration not stated) | 0% |
| CC1(C)CC(=O)c2c(oc3c(Cl)cc(NS(=O)(=O)c4ccc(Br)cc4)cc23)C1 | -22% |
| COc1ccc(C(=O)NCC[N+](C)(C)C)cc1 | 25% |
| O=C(NCc1cccc(C(F)(F)F)c1)c1cc(-c2ccccc2)nn1CC1CC(c2cccnc2)=NO1 (configuration not stated) | ? |
| CC(O)c1nc2ccccc2[nH]1 (configuration not stated) | -2% |
| COc1ccc(C2c3cc4c(cc3OC(NNC(N)=O)C2C)OCO4)cc1 (configuration not stated) | ? |
| OC[C@@H](O)C(O)[C@H](O)CO | -5% |
| CCc1nc2ccc(C(=O)NCc3cccs3)cn2c1N(CC)Cc1cccc(Br)c1 | 12µM* |
| CC(C)C[C@H]1CNC(=S)N1CC1CCN(CC2CCCC2)CC1 | -12% |
| O=C1CN(CCN2CC(=O)NC(=O)C2)CC(=O)N1 | 7.1µM* |
| O=C(NN=Cc1cc(Cl)ccc1[N+](=O)[O-])c1cccc2ccccc12 | -29% |
| CCOc1ccc(-c2ccc(C3=CC(=O)C[C@H](c4ccc(F)cc4)C3)cc2)cc1 | -1% |
| COc1cc(Nc2ccn3nc(-c4ccccc4Cl)cc3n2)cc(OC)c1OC | 21µM* |
| CC1(C)NC(=O)N(CCC(=O)Nc2ccc(C(C)(C)C)cc2)C1=O | -38% |
| CCCCn1cnc2c(SCc3ccc(Cl)cc3)nc(N)nc21 | ? |
| CCC(C)(C)OC(=O)N[C@@H](Cc1c[nH]c2ccccc12)C(=O)N[C@@H](CCSC)C(=O)N[C@@H](CC(=O)O)C(=O)N[C@@H](Cc1ccccc1)C(N)=O | -23% |
| COc1ccc(S(=O)(=O)N2CCN(C(=O)c3ccccc3Cc3ccccc3)CC2)cc1OC | 23µM* |
| CCCC(=O)N1CCC1(C)C(=O)Nc1scc(C)c1C#N (configuration not stated) | 15µM* |
| COCCNC(=O)C1(C)CCCN(C(=O)c2ccccc2OC(F)(F)F)C1 (configuration not stated) | 5% |
| COc1cc(OC)cc(C(=O)N(Cc2ccco2)c2c(N)n(Cc3ccccc3)c(=O)[nH]c2=O)c1 | 4% |
| COc1ccc(C(C#N)=Cc2ccc(N(C)CCC#N)cc2)cc1 | 26µM* |
| O=C(c1ccccc1)C(O)(Cc1ccccc1)c1ccccc1 (configuration not stated) | ? |
| COc1ccc(NC(=O)COC(=O)c2c(C)noc2C)cc1Cl | -3% |
| C#Cc1cccc(Nc2nc(NCc3ccccc3)nc3ccsc23)c1 | 10µM* |
| O=C(OCC(=O)c1ccc[nH]1)c1ccc(S(=O)(=O)C(F)F)cc1 | 7% |
| COc1ccccc1NC(=O)N(C)C[C@@H]1OCc2cnnn2CCCC(=O)N([C@H](C)CO)C[C@H]1C | -16% |
| CN(C(=O)COc1ncnc2ccc(Br)cc12)C1CCCCC1 | -3% |
| COc1ccc(NC(=O)c2cc(C3CCCCN3S(C)(=O)=O)on2)c(C)c1 (configuration not stated) | -4% |
| COc1ccc(CC(=O)NC(=S)Nc2cccc(CO)c2)cc1 | 3% |
| O=C(Nc1sc2c(c1C(=O)NCC(O)CO)CCCC2)c1ccccc1 (configuration not stated) | 8% |
| O=C(NCCN1CCOCC1)c1ccc(NC(=O)c2ccc(Br)o2)cc1 | -19% |
| C=C1C(=O)[C@]23C[C@H]1CC[C@H]2[C@]1(C)[C@@H](O)CC[C@@](C)(C(=O)O)[C@H]1C[C@@H]3O | 2.9µM* |
| COc1ccccc1C(=O)Nc1ccnn1C1CCN(C(=O)c2ccoc2)CC1 | -27% |
| Cc1noc(C)c1S(=O)(=O)N(C)C[C@H]1OCCCC[C@H](C)Oc2ccc(NC(=O)CCCN(C)C)cc2C(=O)N([C@H](C)CO)C[C@@H]1C | -13% |
| COc1ccc(-n2nnnc2CNC(=O)C2CC(=O)N(c3ccc(F)cc3)C2)cc1 (configuration not stated) | -15% |
| CCOc1ccc(Br)cc1C1NC(=O)c2c(sc3c2CCN(C)C3)N1 (configuration not stated) | ? |
| COc1ccc(SC2=C[C@@]3(O)CC[C@@H](O)[C@@](Sc4ccc(OC)cc4)(C2=O)[C@H]3O)cc1 | 16µM* |
| Cc1ccc(C(=O)OCC(=O)NCc2cc(C)c(O)c(C)c2)cc1S(=O)(=O)N1CCCCC1 | ? |
| Cc1ccc(S(=O)(=O)N2CCN(C(=O)COC(=O)COc3ccccc3C(C)C)CC2)c(C)c1 | 28% |
| CC(O)(c1cccc(F)c1)c1nc(-c2ccncc2)cs1 (configuration not stated) | 18µM* |
| COc1ccc(C=NNC(=O)NN=Cc2ccc(OC)c(OC)c2)cc1OC | 21µM* |
| COc1ccc(CC(N)c2csc(NC(=O)Nc3ccc(OC)cc3)n2)cc1 (configuration not stated) | 16µM* |
| O=C(NCC(=O)N(Cc1ccco1)C(C(=O)NC1CCCC1)c1cccnc1)c1ccco1 (configuration not stated) | 0% |

Next results:
| Compound | DT40 TDP1 no CPT |
| --- | --- |
| CC(=NNC(=S)SCc1ccccc1)c1ccccn1 | 0.041µM* |
| COc1cccc(CNc2nc3cc(-c4cnn(Cc5ccccc5)c4)sc3c(=O)n2C)c1 | ? |
| COc1ccc(CN2C[C@@H](CO)O[C@@H](n3cnc4c(NCCO)ncnc43)C2)cc1 | -21% |
| COC(=O)[C@]12CCCCC=C1N(Cc1ccc3c(c1)OCO3)C(=O)[C@H](CC(=O)NCC1CCCCC1)C2 | ? |
| COCc1ccc(C(=O)N2CCCC(N(C)CCc3ccccc3)C2)s1 (configuration not stated) | ? |
| COC(=O)c1ccc(CC2(C)C(=O)Nc3ccc(OC(F)(F)F)cc32)o1 (configuration not stated) | -22% |
| Cn1c(COc2ccc(Cl)cc2)nnc1SCC(=O)NC1CCCCC1 | 1% |
| N#CC1(Nc2ccc(Br)cc2)CCCC1 | -4% |
| CSc1ccc(NC(=O)C2(C)CCN2C(=O)Cc2ccc(C(C)(C)C)cc2)cc1 (configuration not stated) | ? |
| CCCNC(=O)C1(C)CCN(Cc2ccc(OCc3ccccc3)cc2)C1 (configuration not stated) | 18µM* |
| CC(=O)Nc1cc(-c2cccc(C)c2)cn2c(-c3ccc(S(C)(=O)=O)cc3)cnc12 | 12µM* |
| CC1(C(=O)NS(=O)(=O)c2cccc(C#N)c2)CCN1C(=O)Cc1ccc(-c2ccccc2)cc1 (configuration not stated) | -25% |
| O=C(NCCOc1ccccc1)C1CCN(C(=O)Nc2ccccc2)CC1 | -36% |
| CN(C)CCOC1c2ccccc2CSc2ccccc21 (configuration not stated) | ? |
| CCCNC(=O)C1(C)CCCN(Cc2ccc(Oc3ccccc3)cc2)C1 (configuration not stated) | 18µM* |
| COCCNC(=O)C1(C)CCCN(Cc2cccc(F)c2)C1 (configuration not stated) | ? |
| CNc1ccc(-c2cccc(C(=O)N3CCOCC3)c2)cn1 | -5% |
| CC(C)(C)CC(C)(C)N=C1Nc2ccccc2NC12C[C@H]1CCC(=O)N3CC[C@@H](C2)[C@@H]13 (some centres not stated) | ? |
| COc1cccc(C(=O)C(=O)c2cccc(OC)c2OC)c1OC | -22% |
| O=C(O)C(=Cc1ccc([N+](=O)[O-])cc1)CCc1ccccc1 | -11% |

Next part, overlapping the part above by 4 compounds.
Structure | DT40 TDP1 no CPT
CNc1ccc(-c2cccc(C(=O)N3CCOCC3)c2)cn1 | -5%
CC(C)(C)CC(C)(C)N=C1Nc2ccccc2NC12C[C@H]1CCC(=O)N3CC[C@@H](C2)[C@@H]13 (some centres not stated) | ?
COc1cccc(C(=O)C(=O)c2cccc(OC)c2OC)c1OC | -22%
O=C(O)C(=Cc1ccc([N+](=O)[O-])cc1)CCc1ccccc1 | -11%
Cc1cc2nc(-c3cccc(Cl)c3)c(Cc3ccsc3)n2c(C)c1Br | ?
Cc1cccc(C=CC(=O)c2ccccc2)c1 | 23µM*
CCC(Sc1ncnc2sc3c(c12)CCCC3)C(=O)OC(C)C (configuration not stated) | ?
CC(=O)Nc1ccc(C(=O)OCC(=O)NC(=O)NCc2ccccc2)cc1 | -23%
COCn1cnc(-c2ccccc2)c1-c1ccccc1 | ?
CN1C(=O)c2cccc3c(S(=O)(=O)Nc4cccc(C(=O)O)c4)ccc1c23 | -19%
Clc1cccc(Cc2c(-c3ccco3)nc3c4ccccc4ccn23)c1 | ?
OC(Cc1ccccc1Br)c1ncc(-c2cccc(C(F)(F)F)c2)[nH]1 (configuration not stated) | 16µM*
NC(c1csc(Nc2nncc3ccccc23)n1)C1CCCCC1 (configuration not stated) | 5.8µM*
CCNC(=O)C1(C)CCCN(C(=O)COCc2ccccc2)C1 (configuration not stated) | -13%
CC(C)c1ccc(Nc2n[nH]c(=S)s2)cc1 | -29%
NC(Cc1ccc(Cl)cc1)c1csc(NC(=O)NCC2CCCCC2)n1 (configuration not stated) | 8.2µM*
O=C1CCCN1CC(O)CS(=O)(=O)Cc1ccc(Cl)cc1 (configuration not stated) | 8%
COc1ccc(-n2c(COc3ccc(Cl)cc3Cl)n[nH]c2=S)cc1 | ?
CSc1nc(N)c2c(n1)N(C)C=NS2(=O)=O | -16%
Cc1ncc2c(c1CNS(=O)(=O)N(C)C)CCN(C(=O)c1ccccc1F)C2 | -14%
CCOC(=O)C1=CNS(=O)(=O)NC1c1ccc(C#N)cc1 (configuration not stated) | -2%
Cc1cc(=O)oc2c(N)nccc12 | ?
Cc1cc2nc(-c3ccc(Cl)cc3)c(CC(C)(C)C)n2c(C)c1Br | ?
CCc1nc2ccc(C(=O)NCCc3c[nH]c4ccccc34)cn2c1N(C)Cc1nccn1C | -64%
Cc1cc(C(C)(C)C)cc(CN2CCN(S(=O)(=O)c3cccs3)CC2)c1O | 0.18µM*
O=C(N/N=C\c1ccccc1)c1cccc(C(=O)N/N=C\c2ccccc2)n1 | ?
Cc1cnc(-c2nc3ccccc3n2C(C)C(=O)Nc2c(C)cccc2C)cn1 (configuration not stated) | ?
COc1cc(C(=O)N2Cc3cc4ccccc4nc3C2C)cc(OC)c1OC (configuration not stated) | ?
O=C(COC(=O)c1ccc(OC(F)F)cc1)NCC1CCCO1 (configuration not stated) | -19%
O=CNc1cc(-c2ccc(C(=O)N3CCOCC3)cc2)cn2c(-c3ccc(F)cc3)cnc12 | 18µM*
CC(=O)Nc1cccc(C(=O)OCC(=O)N2CCN(C(=O)COC(=O)c3cccc(NC(C)=O)c3)CC2)c1 | -1%
O=C(CCCN1C(=O)/C(=C/c2ccc(F)cc2)SC1=S)Nc1ccc(C(=O)O)cc1 | ?
C[C@@H]1CN([C@H](C)CO)C(=O)CCCn2nncc2CO[C@@H]1CN(C)C(=O)c1ccncc1 | -5%
O=C(Nc1ccc(S(=O)(=O)N2CCOCC2)cc1)c1ccc(Cl)c([N+](=O)[O-])c1 | 13µM*
CN(CC(=O)Nc1ccc(F)c(F)c1F)C(=O)CCN1C(=O)C2CC=CCC2C1=O (configuration not stated) | -25%
CCCCCCN1C[C@@H](n2cc(C3CC3)nn2)[C@H](O)C[C@@H]1c1ccc(Cl)cc1 | ?
CC(=O)OC1CCC2C3CCc4cc(OP(=O)(N5CC5)N5CC5)ccc4C3CCC12C (configuration not stated) | ?
Cc1cccc(C)c1NC(=O)CN1CCN(c2ccc(C(F)(F)F)cn2)CC1 | 12µM*
CCOc1ccc(NC(=O)C2CC3CCC2C3)cc1 (configuration not stated) | -15%
Cc1cc(Cl)nc2nc(Cl)ccc12 | 5.6µM*
CCNC(=O)C1CCCN(C(=O)c2ccc(OC(F)F)cc2)CC1 (configuration not stated) | 3%
O=c1cc(CO)oc(C(Nc2ccccn2)c2ccccc2F)c1O (configuration not stated) | -21%
CCOc1ccc(/C=N/OCC(=O)Nc2cc(S(=O)(=O)N3CCOCC3)ccc2OC)cc1 | -25%
C[C@@H]1CCCCO[C@H](CN(C)Cc2ccccc2)[C@@H](C)CN([C@H](C)CO)C(=O)c2cc(NS(=O)(=O)c3ccc(Cl)cc3)ccc2O1 | 16µM*
COC(=O)c1cccc(CN2C(=O)C(C)Oc3ccc(C)cc32)c1 (configuration not stated) | 21µM*
COC1=CC(=O)C(O)=C(CCCCCCC/C=C/CCCCCCCC2=C(O)C(=O)C=C(OC)C2=O)C1=O | -25%
Cc1ccccc1NC(=O)Nc1nc(CN)cs1 | 23µM*
CC(C)n1c(SCC(=O)Nc2nc3ccccc3s2)nc2c1c(=O)n(C)c(=O)n2C | 21µM*
CCOc1cc(C(=O)NCCCNC(=O)c2cc(OCC)c(OCC)c(OCC)c2)cc(OCC)c1OCC | -24%

Reprinted from the listing (five entries):
Structure | DT40 TDP1 no CPT
O=CNc1cc(-c2ccc(C(=O)N3CCOCC3)cc2)cn2c(-c3ccc(F)cc3)cnc12 | 18µM*
CC(=O)Nc1cccc(C(=O)OCC(=O)N2CCN(C(=O)COC(=O)c3cccc(NC(C)=O)c3)CC2)c1 | -1%
O=C(CCCN1C(=O)/C(=C/c2ccc(F)cc2)SC1=S)Nc1ccc(C(=O)O)cc1 | ?
C[C@@H]1CN([C@H](C)CO)C(=O)CCCn2nncc2CO[C@@H]1CN(C)C(=O)c1ccncc1 | -5%
O=C(Nc1ccc(S(=O)(=O)N2CCOCC2)cc1)c1ccc(Cl)c([N+](=O)[O-])c1 | 13µM*

A portion of the library; count on the stated rates, not on these rows.
